High-throughput results deposited in PubChem by PCMD.
Yeast eIF2B: eIF2B (yeast) activity modulation. 0.91% of 27,000 active. inhibition, % at 25 µM (by protocol). AID 688. S. cerevisiae eIF2B-epsilon R284H, GCN4-lacZ luminescence;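 active means mutant luminescence inhibited past about 50% while wild type luminescence and mutant growth stay under set limits, limit read from the data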; further: some compounds called inactive have numbers as strong as hits
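Assay system: yeast eIF2B-epsilon R284H mutant carrying GCN4–beta-galactosidase fusion / Buffer or medium: YPD / Incubation: 16 h growth with compound at 30 °C, 90 min Beta-Glo step / Detection: Beta-Glo luminescence after Z-buffer lysis, growth by 595 nm absorbance / Read-out: % inhibition of reporter signal and growth versus controls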
Yeast tox: Compounds toxic to wild-type S. cerevisiae growth. A595 turbidity, 16 h. growth inhibition, % at 25 µM (by protocol). 0.3% of 30,000 active. AID 685;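 active means mutant and wild-type yeast strains alike exhibit over 30% growth inhibition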;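 further: 0% = untreated cell controls and 100% = YPD media blanks without cells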
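Incubation: 16 h growth with compound, 30 °C; Material: S. cerevisiae wild-type or eIF2Bepsilon-R284H mutant strain; Signal: turbidity measured as absorbance at 595 nm; Medium: YPD yeast growth medium; Measure: growth inhibition (%) versus cell controls and blanks; Doses: 25 µM single dose.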
Yeast tox inhibition %: also measured in Yeast tox; calls as there; growth inhibition, %; S. cerevisiae eIF2Bepsilon-R284H mutant growth, A595 turbidity, 16 h;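 each compound tested once at 25 µM; 0% equals untreated cells and 100% equals cell-free medium blanks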
Yeast eIF2B mutant toxicity: further read-out of Yeast eIF2B, marked with its call; growth inhibition, %; measured here: mutant yeast growth, toxicity;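 each compound tested once at 25 µM; zero equals untreated control growth and 100 equals blank medium absorbance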
Starred values were filed as active, the others as inactive; nt = not tested or not shown.

Below each compound – Yeast eIF2B, Yeast eIF2B mutant toxicity, Yeast tox, Yeast tox inhibition %
COc1c(N2CCN(C(=S)NCc3ccccc3)C(C)C2)c(F)cc2c(=O)c(C(=O)O)cn(C3CC3)c12 (centres undefined)
  17, -32, 5, -32
CC1CN(c2ccc(S(=O)(=O)N3CCOCC3)cn2)CC(C)O1 (centres undefined)
  22, -24, -8, -24
Cc1sc2ncnc(OCC(=O)c3ccc(S(=O)(=O)N4CCCC4)cc3)c2c1C
  27, 11, -7, 11
COC(=O)c1ccc(-n2c(C)nc(=O)c(-c3ccccc3)c2C)cc1
  2, nt, -5, 0
CC(=O)c1cc2c(cc1NS(=O)(=O)c1ccc(C)cc1)OCCO2
  nt, nt, -3, -3
CC1CCC(N2CCN(c3ncccn3)CC2)C1 (centres undefined)
  15, 11, 14, 11
COc1ccc(CC(=O)NC(C)(C)CC(C)=O)cc1OC
  -28, 2, 8, 2
Cc1cccc(OCC(O)CN2C(C)(C)CC(O)CC2(C)C)c1C (centres undefined)
  -8, -26, -5, -26
O=C(Nc1ccc2c(c1)OCO2)c1c(F)c(F)c(F)c(F)c1F
  9, -2, 10, -2
CCSc1nnc(NC(=O)CSc2nc3c(c(=O)n2-c2ccccc2OC)SCC3)s1
  16, -12, -9, -12
O=C(O)CSCC(=O)c1ccccc1
  7, -9, -10, -9
O=C(Nc1ccc(N2CCN(C(=O)c3ccccc3)CC2)cc1)c1ccc2c(c1)OCO2
  23, -27, 2, -27
CCOc1ccccc1C(=O)NC1CCN(Cc2nnnn2C2CCCC2)CC1
  27, -21, 23, -21
O=S(=O)(Nc1ccc2c(c1)OCCO2)c1ccc(F)cc1
  4, 16, 3, 16
CCOC(=O)c1ccc(NC(=O)CSc2ncccn2)cc1
  2, 4, 10, 4
CSCCC(Nc1ncnc2ccc(Br)cc12)C(=O)O (centres undefined)
  16, nt, 8, 0
Cc1ccc(-c2cc(C(=O)NCCCN3CCOCC3)no2)cc1
  0, 3, 13, 3
CCn1c(N2CCN(C(=O)Nc3ccc(F)cc3)CC2)nc2ccccc21
  4, -16, 0, -16
Cc1ccc2nc(SCC(=O)c3ccc4c(c3)OCO4)[nH]c2c1
  12, 30, -27, 30
Cc1c(NC(=O)CSc2ccccn2)c(=O)n(-c2ccccc2)n1C
  -3, nt, nt, nt

Complete entries from above.
CC1CCC(N2CCN(c3ncccn3)CC2)C1 (centres undefined) reads Yeast eIF2B = 15; Yeast eIF2B mutant toxicity = 11; Yeast tox = 14; Yeast tox inhibition % = 11
O=C(Nc1ccc2c(c1)OCO2)c1c(F)c(F)c(F)c(F)c1F reads Yeast eIF2B = 9; Yeast eIF2B mutant toxicity = -2; Yeast tox = 10; Yeast tox inhibition % = -2
CCSc1nnc(NC(=O)CSc2nc3c(c(=O)n2-c2ccccc2OC)SCC3)s1 reads Yeast eIF2B = 16; Yeast eIF2B mutant toxicity = -12; Yeast tox = -9; Yeast tox inhibition % = -12

Further structures follow.
Below each compound – Yeast eIF2B, Yeast eIF2B mutant toxicity, Yeast tox, Yeast tox inhibition %
CCC(Oc1ccccc1)C(=O)Nc1ccc(S(=O)(=O)NCC2CCCO2)cc1 (centres undefined)
  26, -7, -21, -7
Cc1sc2nc3n(c(=O)c2c1C)Cc1ccccc1-3
  -1, nt, -6, 0
C=CCC1c2cccc(C(=O)O)c2C(=O)N1c1ccc(F)cc1 (centres undefined)
  20, -14, -6, -14
Cc1ccccc1OCC(O)Cn1c(NCc2ccco2)nc2c1c(=O)n(C)c(=O)n2C (centres undefined)
  -28, 10, 10, 10
COC(=O)c1c(C)c(C)nc(N)c1C#N
  -55, -10, -11, -10
CCCCNc1nc(CC(C)=O)ns1
  nt, nt, -1, 12
Cc1cc(NS(=O)(=O)c2ccc(NC(=O)Cc3cccs3)cc2)no1
  28, -11, 17, -11
O=C(CN1CCC(O)CC1)N1c2ccccc2C=Cc2ccccc21
  19, 12, 24, 12
CCOc1ccc(-n2c(COc3ccc(C)cc3)nnc2SCC(N)=O)cc1
  19, nt, -15, 0
CC(=O)Nc1ccc(N2C(C(C)=O)=NN(c3ccccc3)C2c2cccs2)cc1 (centres undefined)
  21, 20, 16, 20
CC1(C)NC(=O)N(CCCOc2ccccc2Br)C1=O
  -18, 12, 6, 12
Cc1ccc(S(=O)(=O)Cn2nnnc2CN2CCN(Cc3ccc4c(c3)OCO4)CC2)cc1
  8, -3, -2, -3
COC(=O)C1C(=O)CC(C)(O)C(C(=O)OC)C1c1ccccc1F (centres undefined)
  21, nt, nt, nt
COC(=O)C1(C)NC(c2ccc(O)cc2)C2C(=O)N(c3ccc4c(c3)OCCO4)C(=O)C21 (centres undefined)
  -7, 3, -23, 3
c1ccc(CCc2nc(-c3ccccn3)no2)cc1
  15, -7, 1, -7
C=CCNC(=S)NNC(=O)c1ccc(OCCC)cc1
  19, nt, nt, nt
COc1ccc(NC(=O)N(CCc2ccccc2)Cc2cc3c(C)cc(C)cc3[nH]c2=O)cc1
  nt, nt, 12, -3
CC1(C)Cc2c(cnn2-c2ccccc2)-c2c1c1ccccc1n2CC(O)CBr (centres undefined)
  3, -10, 39, -10
O=C(NC1CCCC1)C1CCCN1C(=O)Nc1ccccc1Cl (centres undefined)
  24, -18, -10, -18
O/N=C1/C2C3CC4C5C3C1C5C1(OCCO1)C42 (centres undefined)
  11, -6, 14, -6
COc1ccc(NC(=O)c2cccc(F)c2)cc1Cl
  nt, nt, -3, 10
Cc1cccc2cc3c(nc12)SC(=NCC1CCCO1)N(Cc1ccco1)C3 (centres undefined)
  -23, -4, 26, -4
Cc1cc(NCc2ccc(F)cc2Cl)n2nnnc2n1
  64*, nt, 16, 16
CCS(=O)(=O)n1nc(-c2ccc(Cl)cc2)nc1SCc1ccccc1
  26, 11, 16, 11
CC(C)(C)C(=O)Nc1cc(C(F)(F)F)ccc1N1CCOCC1
  11, 27, 13, 27
COc1ccc(CCNC(=O)C2CCN(S(=O)(=O)c3ccc(Cl)cc3)CC2)cc1OC
  20, -37, -42, -37
COCCNc1nc2ccccc2nc1NS(=O)(=O)c1ccc(C)cc1C
  20, -35, -32, -35
CCn1c(SCC(=O)Nc2ccccc2C(=O)OC)nnc1-c1cccc(C)c1
  11, 3, 6, 3
COc1ccc(OC)c(CNC(=O)CCNC(=O)Cn2ccc3ccccc3c2=O)c1
  2, -5, 12, -5
CCOC(=O)N1CCN(Cc2nc3c(c(=O)[nH]c(=O)n3C)n2CCCc2ccccc2)CC1
  -25, 17, 2, 17
COCCCNC(=O)C(C#N)c1nc2ccccc2nc1N1CCN(Cc2ccccc2)CC1 (centres undefined)
  24, -14, -16, -14
CC(NC(=O)COc1cc(=O)n(C)c2ccccc12)c1ccc2c(c1)OCCO2 (centres undefined)
  -2, 15, 2, 15
COCCC(=O)N(Cc1ccc2c(c1)OCO2)C(C(=O)NC1CCCCC1)c1ccncc1 (centres undefined)
  -15, -11, 4, -11
CN=Cc1c(NC)nc2c(C)cccn2c1=O
  6, -10, 6, -10
Cc1ccc(Nc2nc(N)nc(CSc3nncn3C)n2)cc1
  17, nt, 25, 0
O=C(Nc1nnc(CC(=O)N2CCCC2)s1)c1cnccn1
  21, 5, 2, 5
C=CC(=O)N1c2ccccc2Sc2ccc(NC(=O)OCC)cc21
  15, 8, 4, 8
Cc1cc(C)cc(NC(=O)CCNS(=O)(=O)c2ccc3c(c2)oc(=O)n3C)c1
  18, nt, 1, 0
CCN(CCCNC(=O)COc1cc(=O)n(CC)c2ccccc12)Cc1ccccc1
  -42, -5, -2, -5
COc1ccc(C(C#N)N2N=C(C)CC2(C)C)cc1OC (centres undefined)
  19, nt, -5, 0

Structural class, the entries above with a furan ring, fused or not
Below each compound – Yeast eIF2B, Yeast eIF2B mutant toxicity, Yeast tox, Yeast tox inhibition %
Cc1ccccc1OCC(O)Cn1c(NCc2ccco2)nc2c1c(=O)n(C)c(=O)n2C (centres undefined)
  -28, 10, 10, 10
Cc1cccc2cc3c(nc12)SC(=NCC1CCCO1)N(Cc1ccco1)C3 (centres undefined)
  -23, -4, 26, -4

Next section:
Below each compound – Yeast eIF2B, Yeast eIF2B mutant toxicity, Yeast tox, Yeast tox inhibition %
COc1cc(NC(=O)C2COc3ccccc3O2)c(OC)cc1Cl (centres undefined)
  21, 16, 5, 16
O=C(CCCCCN1C(=O)c2ccccc2C1=O)NCCc1nc2ccccc2[nH]1
  22, 19, 1, 19
Cc1cc(C)cc(N(C(=O)c2ccc3c(c2)OCO3)C2C=CS(=O)(=O)C2)c1 (centres undefined)
  -10, 11, 14, 11
Cc1ccc(CNC(=O)C(OC(=O)c2ccco2)C(C)C)cc1 (centres undefined)
  -7, -3, -5, -3
O=C(NCc1ccc2c(c1)OCO2)C1(S(=O)(=O)c2ccccc2)CC1
  -1, 17, 5, 17
O=C(O)CCSc1nc2ccccc2s1
  nt, nt, -1, -6
CCC(=O)N(CCc1ccccc1C)Cc1cc2cc3c(cc2[nH]c1=O)OCO3
  -6, -21, -22, -21
COc1cc2nc(N3CCN(C(=O)C4CCCO4)CC3)nc(N)c2cc1OC (centres undefined)
  -14, nt, -17, 0
CC(C)(C)NC(=O)C(c1ccncc1)N(C(=O)c1csnn1)C1CC1 (centres undefined)
  7, -9, -3, -9
Cc1ccc(S(=O)(=O)C2CCOC2=O)cc1 (centres undefined)
  11, 18, 13, 18
CCOC(=O)Cc1csc(NC(=O)CSc2nnc(-n3nc(C)cc3C)c3ccccc23)n1
  -18, 14, -25, 14
Cc1cccn2cc(CNc3ccccc3)nc12
  -11, 32, 10, 32
COc1ccc(CNC(=O)c2cnccn2)cc1
  14, 8, 20, 8
Cc1ccc2c(N)c(C(=O)N(c3ccccc3)c3ccccc3)sc2n1
  3, -17, -9, -17
CC(C)CNc1nc(Oc2ccc(=O)[nH]n2)nc(N(C)C)n1
  17, 13, 12, 13
C/C=C/c1ccc(OCCN2C(=O)NC(C)(C)C2=O)c(OC)c1
  13, 3, 14, 3
CC(OC(=O)C1CCN(S(=O)(=O)c2ccccc2)CC1)C(=O)Nc1ncc(Cl)cc1Cl (centres undefined)
  18, 17, -1, 17
CCOC(=O)N1CCN(C(=O)CCNS(=O)(=O)c2cc(Br)cnc2N)CC1
  4, 11, -10, 11
O=C(Nc1ccc(S(=O)(=O)N2CCCCC2)cc1)c1ccccc1Cl
  8, 6, 12, 6
Cc1nc2ccccn2c1/C(O)=C1\C(=O)C(=O)N(CCN2CCOCC2)C1c1ccncc1 (centres undefined)
  0, 4, 12, 4
COc1ccc(CCNC(=O)c2cc(-c3ccc(C)cc3O)n[nH]2)cc1OC
  4, -25, 4, -25
Nc1nc2nonc2nc1N1CCCCC1
  0, -2, 37, -2
CC1CCN(S(=O)(=O)c2ccc3ncn(CC(=O)N(C)Cc4ccccc4)c(=O)c3c2)CC1
  -3, -20, 17, -20
COc1ccc(NC(=O)COC(=O)c2c(-c3ccccc3)noc2C)cc1
  nt, nt, 4, 9
CCCn1nnc(NC(=O)Cc2ccccc2)n1
  7, -5, 6, -5
O=C(CN1C(=O)CCS(=O)(=O)c2ccccc21)NCc1ccc(F)cc1
  -11, 13, -11, 13
CC(C)c1ccccc1OCC(=O)NCC(c1cccs1)N1CCOCC1 (centres undefined)
  -26, -10, -1, -10
CC1(C)CC(=O)C=C(Nc2ccccc2F)C1
  20, -8, 17, -8
COc1ccc2oc(C(F)(F)C(F)(F)F)cc(=O)c2c1
  25, -30, -1, -30
O=C(CN(Cc1ccc2c(c1)OCO2)C(=O)c1cnsn1)NC1CCCC1
  14, -11, 13, -11
CCCc1nc2scc(-c3ccc(C)cc3)c2c(=O)n1N
  11, 15, 0, 15
Cn1c(CNc2nc(-c3ccccc3)cs2)nnc1SCC(=O)N1CCc2ccccc21
  7, nt, nt, nt
CCOc1ccc(-n2c(SCC(=O)Nc3ccc(OC)cc3OC)nc3c(c2=O)SCC3)cc1
  nt, nt, -4, 16
Cc1cc(=O)n2c(c1C#N)SC1CCCCC12O (centres undefined)
  19, 4, 15, 4
COc1ccc(-c2noc(Cc3ccccc3OC)n2)cc1
  22, 8, 25, 8

Only part of the results is shown, so the mix of outcomes need not match the whole.
